Screening data as filed in PubChem.
Apaf-1 inh: inhibitors of human Apaf-1 apoptosome, primary screen, biochemical, DEVD-Rh110 fluorescence, uHTS; Apoptotic protease-activating factor 1 (Homo sapiens), O14727; reconstituted apoptosome caspase-3 activity; inhibition, % at 20 µM; hit rate 0.71% among 330,000; AID 489030, 2010; active = inhibition of at least 40% at 20 µM;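 also: plate controls were DMSO wells for no effect and DEVD-CHO caspase inhibitor wells for full effect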
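Material: reconstituted apoptosome with Apaf-1, cytochrome c, caspase-9, procaspase-3, dATP / Buffer or medium: pH 7.5 Hepes buffer with CHAPS, BSA, DTT / Also added: cytochrome c with DEVD-Rh110 / Schedule: compound with Apaf-1, dATP, procaspase-3 30 min, then 50 min reaction, room temperature / Technique: rhodamine 110 fluorescence at Ex 480/Em 540 nm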
SENP7 inh: SENP7 protease inhibitors, primary screen, biochemical, luminescence, uHTS; inhibition, % at 5 µM; Sentrin-specific protease 7 (Homo sapiens), Q9BQF6; recombinant SENP7, Z-RLRGG-aminoluciferin luminescence, 40 min; hit rate 1.5% among 330,000;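 active = inhibition above about 50% at the single test dose, limit read from the data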;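 also: plate controls were DMSO with enzyme for no effect and no enzyme buffer wells for full effect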
SENP8 block: SENP8 protease inhibitors, primary screen, biochemical, luminescence; hit rate 1.2% among 330,000; inhibition, % at 10 µM; purified SENP8, Z-RLRGG-aminoluciferin cleavage; AID 2540, 2010
HKDC1 inhibitor: HKDC1 hexokinase inhibitors, primary screen, biochemical, fluorescence, uHTS; Q2TB90; recombinant HKDC1, G6PDH/diaphorase resazurin coupled fluorescence; inhibition, % at 20 µM; hit rate 0.16% among 340,000; AID 493160, 2011;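 active = inhibition above about 35% when tested at 20 µM, limit read from the data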;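 also: plate controls were DMSO wells with enzyme for no effect and DMSO wells lacking enzyme for full effect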
Target sequence (Q2TB90 whole entry, looked up): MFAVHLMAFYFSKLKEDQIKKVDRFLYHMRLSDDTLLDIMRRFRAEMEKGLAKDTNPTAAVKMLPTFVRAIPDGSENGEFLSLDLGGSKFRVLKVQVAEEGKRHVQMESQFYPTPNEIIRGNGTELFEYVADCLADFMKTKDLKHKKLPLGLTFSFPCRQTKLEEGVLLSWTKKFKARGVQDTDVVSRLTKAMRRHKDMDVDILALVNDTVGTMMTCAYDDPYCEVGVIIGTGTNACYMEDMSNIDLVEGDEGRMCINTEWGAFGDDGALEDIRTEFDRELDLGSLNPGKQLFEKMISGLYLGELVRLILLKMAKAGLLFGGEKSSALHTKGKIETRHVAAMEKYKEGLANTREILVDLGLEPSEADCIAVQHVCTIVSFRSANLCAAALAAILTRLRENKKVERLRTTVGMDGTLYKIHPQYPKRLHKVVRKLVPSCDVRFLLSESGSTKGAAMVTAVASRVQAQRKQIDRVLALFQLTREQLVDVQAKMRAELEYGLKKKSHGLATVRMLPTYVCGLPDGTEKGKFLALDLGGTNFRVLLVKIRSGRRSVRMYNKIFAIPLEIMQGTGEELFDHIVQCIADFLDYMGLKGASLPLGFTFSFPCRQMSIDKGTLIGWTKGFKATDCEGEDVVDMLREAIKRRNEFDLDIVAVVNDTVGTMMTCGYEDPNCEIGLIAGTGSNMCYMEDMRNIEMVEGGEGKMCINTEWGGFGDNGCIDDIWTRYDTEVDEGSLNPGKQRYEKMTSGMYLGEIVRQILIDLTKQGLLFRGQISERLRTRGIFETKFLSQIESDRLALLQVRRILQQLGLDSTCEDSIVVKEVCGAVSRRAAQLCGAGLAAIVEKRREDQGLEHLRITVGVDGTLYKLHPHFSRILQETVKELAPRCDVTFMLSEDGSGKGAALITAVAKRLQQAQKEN
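Material – in-house recombinant HK5 (HKDC1) enzyme · Quantity – HKDC1 at 5 µg/mL · Buffer or medium – pH 8.0 Tris buffer with 10 mM MgCl2 · Reagent – glucose with 1 mM ATP · Dosing – single 20 µM dose · Times – reaction time 90 min, room temperature, protected from light · Technique – resorufin fluorescence at 613 nm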
UBC13 inh: UBC13 polyubiquitin chain formation inhibitors, primary screen, biochemical, TR-FRET, uHTS. Ubiquitin-conjugating enzyme E2 N (Homo sapiens), P61088. inhibition, % at 20 µM. hit rate 0.47% among 330,000; in the data active = inhibition above about 45%, passing the limit was not always enough
Target sequence (P61088 whole entry, looked up): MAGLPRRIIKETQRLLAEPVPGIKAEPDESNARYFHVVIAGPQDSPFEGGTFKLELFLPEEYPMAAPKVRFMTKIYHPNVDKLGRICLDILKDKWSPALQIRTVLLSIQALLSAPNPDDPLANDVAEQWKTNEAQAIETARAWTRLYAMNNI
697 NFkB inh: inhibitors of PMA/ionomycin-induced NF-kB reporter, 697 cells, primary screen, B-cell NF-kB inhibitor project, cell-based, luminescence, uHTS; hit rate 0.33% among 330,000; 697 B-cell NF-kB luciferase reporter, 16 h; inhibition, % at 4 µM; in the data active = inhibition above about 35%
Jurkat NFkB inh: inhibitors of induced NF-kB luciferase reporter, primary screen, TCR NF-kB activation inhibitor project, cell-based, luminescence, uHTS; Jurkat, PMA/ionomycin-induced NF-kB luciferase reporter; inhibition, % at 4 µM; hit rate 0.53% among 330,000
Gli-Sufu block: Gli-Sufu pathway antagonists, primary screen, luciferase luminescence, Sufu-KO-LIGHT cells, uHTS; Sufu-KO-LIGHT fibroblasts, Gli luciferase reporter luminescence; inhibition, % at 5 µM; hit rate 0.74% among 340,000;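 active = inhibition above about 55%, limit read from the data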;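 also: 0% = DMSO-treated cells and 100% = wells with medium but no cells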
The depositor's hits bear a star. Rule as the data show it, unless noted: active = inhibition above about 50%; inactive = the rest.

compound | Apaf-1 inh | SENP7 inh | SENP8 block | HKDC1 inhibitor | UBC13 inh | 697 NFkB inh | Jurkat NFkB inh | Gli-Sufu block
CSCC[C@H](N)C(=O)N1CCC(C(=O)N[C@H](C)C(=O)NC(C)c2ccccc2)CC1 (some centres not stated) | -7 | 3 | -3 | -5 | 7 | 5 | 5 | 4
O=C(COC(=O)CNC(=O)C1CCCCC1)Nc1ccc(F)c([N+](=O)[O-])c1 | -6 | -3 | 8 | -7 | 14 | 7 | -2 | -8
Cc1c(NC(=O)C(C)OC(=O)c2cccs2)c(=O)n(-c2ccccc2)n1C (configuration not stated) | 1 | 13 | -6 | -11 | -5 | -4 | 1 | -7
Cn1nc(C(=O)NCc2ccc(F)cc2)c2c1-c1ccccc1S(=O)(=O)C2 | 1 | 1 | 4 | -5 | 2 | -3 | 9 | 4
CCOC(=O)c1ccc(NC(=O)c2nc[nH]c2C(=O)NCc2ccccc2)cc1 | 10 | 9 | -9 | 3 | 65* | -10 | 11 | -7
O=C(Nc1ccc(OC(F)(F)F)cc1)c1ccc2nccnc2c1 | -6 | 3 | -1 | 0 | 8 | -46 | -3 | -3
CC(C)C1C(c2ccccc2)N(C)C(c2ccccc2)CC1(O)c1ccccc1 (configuration not stated) | 22 | -2 | 10 | -2 | 6 | 10 | 15 | 4
O=C(Nc1cccc(/C=C/c2ccccn2)c1)c1ccc(-n2cncn2)cc1 | 8 | 1 | -10 | -2 | 1 | -46 | -17 | -31
O=C(NCC1CCCO1)c1ccc2[nH]c3c(c2c1)CCCC3 (configuration not stated) | 9 | 3 | -4 | 4 | -7 | -15 | -45 | -23
N#Cc1c(NC(=O)CSc2nc(N)cc(=O)[nH]2)sc2c1CCCC2 | 5 | 10 | 0 | 1 | 11 | -26 | 16 | 21
c1ccc(-c2nc3ccccc3o2)nc1 | 3 | -3 | -8 | -4 | 9 | -17 | -17 | -12
O=C(NC(=S)NC1CCCCCCCCCCC1)c1cccnc1 | 14 | 1 | -6 | -6 | 8 | -27 | -3 | 12
NS(=O)(=O)c1cc(C(=O)OCC(=O)N2CCOCC2)ccc1Cl | -2 | 2 | -3 | -7 | 8 | 13 | -5 | -2
N#Cc1nc(-c2ccc(OCc3ccc(Cl)cc3)cc2)oc1NCCCn1ccnc1 | 8 | -1 | -13 | -3 | 11 | -21 | -28 | 23
CCOc1ccc(NC(=O)C2CCN(C(=O)NC3CCCCC3)CC2)cc1 | -1 | -3 | 4 | 0 | 10 | 0 | 3 | -26
Cc1ccc(/C=C(\C#N)C(=O)Nc2c(C)cccc2C)s1 | -12 | 5 | -3 | -6 | -8 | 8 | -6 | -15
CC(C)(C)c1ccc(-n2ncc3c2CCCC3NC(=O)c2cnccn2)cc1 (configuration not stated) | 19 | -7 | -4 | 3 | -6 | -72 | -3 | -8
OCC[C@H]1C[C@H](O)[C@@H](O)[C@@]2(OCCCc3ccccc32)O1 | -2 | 6 | 2 | -3 | -7 | 0 | -2 | -6
CCCn1cc(S(=O)(=O)c2ccc(OC)cc2)c(=O)c2cc(OCC)ccc21 | -5 | 7 | -4 | 0 | -1 | -6 | 3 | 7
COc1ccccc1C1C(C(=O)NCc2ccccc2)=C(C)Nc2ncnn21 (configuration not stated) | 5 | 2 | 7 | -1 | -2 | 18 | 10 | 14
COc1ccccc1NC1=NCC(=O)N1Cc1ccccc1 | 14 | -7 | -6 | -3 | -10 | -1 | -12 | 5
COc1ccc(CNCCC(c2ccc(OC(C)C)cc2)c2ccccc2OC)cc1 (configuration not stated) | 31 | 3 | -8 | 2 | 31 | -6 | 12 | 19
C=CCOC(=O)C1=C(C)NC(=O)NC1c1ccc(OC(=O)c2ccco2)c(OC)c1 (configuration not stated) | 7 | 14 | -2 | -12 | 2 | 9 | -13 | 1
CC1CCC(NC(=O)c2cc(S(=O)(=O)N(C)C)ccc2N2CCCC2)CC1 (configuration not stated) | 6 | -3 | 1 | -4 | -4 | -1 | -8 | 0
COc1cccc(-n2c(C)nc3cc(C(=O)O)ccc32)c1 | -21 | 0 | 0 | -10 | 6 | 21 | -12 | -1
C/C(=N\NC(=O)COc1ccc(C(C)(C)C)cc1)c1ccc(-n2ccnc2)cc1 | 13 | 8 | -1 | -3 | -6 | -5 | -69 | -31
Cc1cccc(NS(=O)(=O)c2cc3c4c(c2)CCC(=O)N4CCC3)c1 | 19 | 10 | 1 | -5 | 2 | -15 | -2 | 8
COc1ccccc1NC(=O)CSc1nnnn1-c1ccccc1OC | 6 | 3 | 5 | -3 | 2 | -1 | -1 | -2
Cc1ccnc(NC(=O)Cn2c(=O)oc3ccccc32)c1 | -6 | 3 | 3 | 0 | 4 | 18 | 1 | 0
CC1CN(S(=O)(=O)c2cccc(C(F)(F)F)c2)CC(C)O1 (configuration not stated) | -11 | -1 | -6 | 4 | 4 | 4 | 6 | 7
CCN1CCCC1CNC(=O)C1c2cc(OC)c(OC)cc2C(=O)N(C)C1c1cccnc1 (configuration not stated) | 9 | 5 | -2 | -4 | -6 | -14 | 4 | 7
CCCn1nc(NC(=O)c2ccccn2)c2cc3cc(C)ccc3nc21 | 22 | 0 | -4 | 1 | 4 | -16 | -29 | 6
O=C(NCC(c1cccs1)N1CCOCC1)c1cc(S(=O)(=O)N2CCOCC2)c(Cl)cc1Cl (configuration not stated) | 8 | 1 | 14 | -5 | 7 | 7 | -1 | 4
COc1ccccc1CNC(=O)C1CCN(S(=O)(=O)c2ccc3c(c2)OCCCO3)CC1 | 3 | 3 | 0 | 2 | 0 | -18 | -3 | 3
CC(C)N1C(=O)C2ON(c3ccccc3)C(c3cccs3)C2C1=O (configuration not stated) | 5 | 0 | 4 | 1 | 12 | 4 | -9 | 0
CC(C)c1ccc(NC(=O)C(c2ccccc2)N2CCN(C(=O)c3ccco3)CC2)cc1 (configuration not stated) | 32 | 14 | 6 | 1 | -7 | -6 | 5 | -4
CC(=O)Cc1nsc(NC(=O)c2ccc(-c3ccc(F)cc3)o2)n1 | 2 | 8 | -5 | 5 | -10 | 2 | -14 | -4
COc1ccc(-n2c(/C=C(\C)O)nc(=O)c3c(C)cc(C)nc32)cc1 | 6 | 6 | -8 | 13 | -3 | 18 | -8 | 15
C/C(N)=C(/C#N)C(=O)COC(=O)c1ccccc1Oc1ccccc1 | 4 | -1 | -8 | -2 | -11 | 8 | -8 | 4
CCN(CC)CCNC(C(=O)Nc1cc(C(F)(F)F)ccc1Cl)c1ccccc1 (configuration not stated) | -1 | -9 | -15 | -17 | 5 | -13 | -3 | 3
CC(C)C[C@H](NC(=O)OC(C)(C)C)C(=O)N[C@@H](CO)[C@H](O)[C@@H]1C[C@@H]1C(=O)N(C)C | 9 | -12 | -18 | -5 | 6 | 20 | -2 | -3
O=C(NCC(c1ccc(F)cc1)N1CCOCC1)c1cc(F)c(F)c(F)c1F (configuration not stated) | -11 | 7 | 6 | -4 | 11 | 3 | -15 | 11
CCCC(CCC)C(=O)NC1CCN(Cc2ccccc2)CC1 | -2 | 6 | 1 | 0 | 3 | 14 | -12 | -29
CCCCN(C(=O)c1cc2c(s1)CCCC2)c1c(N)n(CCC)c(=O)[nH]c1=O | 1 | -2 | -1 | -2 | -5 | 18 | 5 | 2
O=C1C(Cc2ccc(O)cc2)NC(=S)N1Cc1ccccc1 (configuration not stated) | -7 | -1 | 6 | 6 | 2 | 27 | -5 | 5
C=C1CCC2C(C)(C)[C@@H](O)CC[C@@]2(C)[C@@H]1COc1ccc2ccc(=O)oc2c1 (some centres not stated) | 29 | -10 | -11 | 0 | 8 | -16 | 2 | 1
CCCCCC(=O)Nc1ccc(N2CCN(CC)CC2)c(Cl)c1 | -3 | 1 | -1 | 8 | 2 | -65 | -74 | -16
CCOc1ccc(Nc2oc(-c3ccc(Cl)cc3)nc2C#N)cc1 | 11 | 1 | 3 | -2 | 6 | -31 | 20 | -71
O=C(Nc1ccc2ccccc2c1)N1CCCN(CCOc2ccccc2)CC1 | -17 | 16 | -10 | 9 | -8 | -17 | 10 | 4
Cn1c(SCC(=O)NC2CCCC2)nc2cccnc21 | 0 | -9 | -2 | -5 | 0 | 0 | -16 | -7
CCOC(=O)N1CCN(c2ccc(F)cc2[N+](=O)[O-])CC1 | 14 | -7 | -7 | 1 | -14 | -12 | -18 | 22
CCN(CC)C(=O)c1ccc2c3c(cccc13)C(=O)N(CCc1ccc(OC)c(OC)c1)C2=O | 3 | -5 | -4 | -7 | 2 | -2 | -3 | 12
CCC(OC(=O)c1nsc(Cl)c1Cl)C(=O)NCc1ccco1 (configuration not stated) | 3 | 6 | 4 | -2 | 1 | -6 | 7 | 8
CCC1C2CN(C(C)=O)CC=C2C(C#N)=C(N)C1(C#N)C#N (configuration not stated) | 1 | 1 | 0 | 1 | 5 | 11 | 3 | -1
CCC(=O)N1CCc2cc(S(=O)(=O)NCCC(=O)N3CCN(c4ccccn4)CC3)ccc21 | -2 | 0 | 0 | -5 | -1 | 9 | 11 | 12
COc1cc(/C=C2\SC(=S)N(CCC(=O)N3CCN(C)CC3)C2=O)cc(OC)c1OC | 7 | 1 | -3 | -2 | -4 | 9 | 1 | 23
O=C(Nc1nnc(S(=O)(=O)N2CCCCCC2)s1)c1cccc(Br)c1 | 14 | 13 | 71* | 2 | -9 | -1 | -18 | 10
C=C1CCN([C@@H](Cc2ccccc2)C(=O)O)S(=O)(=O)c2ccccc21 | -3 | -2 | 1 | -2 | 1 | -2 | 17 | -2
O=C1CCCC(=O)N1c1ccc(N2CCOCC2)c([N+](=O)[O-])c1 | -5 | -2 | -5 | -10 | -12 | 7 | -6 | -1
O=S(=O)(c1ccc(Cl)cc1)c1cnc(-c2cccnc2)nc1-c1ccccc1 | -8 | -5 | -9 | -7 | -3 | -16 | 17 | 15
Cc1ccc(S(=O)(=O)NCc2ccccn2)cc1C | -6 | -2 | -2 | -9 | 4 | -5 | 7 | -4

Reformatted as labelled records: part of the list above.
mol: CCCC(CCC)C(=O)NC1CCN(Cc2ccccc2)CC1
  Apaf-1 inh: -2
  SENP7 inh: 6
  SENP8 block: 1
  HKDC1 inhibitor: 0
  UBC13 inh: 3
  697 NFkB inh: 14
  Jurkat NFkB inh: -12
  Gli-Sufu block: -29
mol: CC(C)C[C@H](NC(=O)OC(C)(C)C)C(=O)N[C@@H](CO)[C@H](O)[C@@H]1C[C@@H]1C(=O)N(C)C
  Apaf-1 inh: 9
  SENP7 inh: -12
  SENP8 block: -18
  HKDC1 inhibitor: -5
  UBC13 inh: 6
  697 NFkB inh: 20
  Jurkat NFkB inh: -2
  Gli-Sufu block: -3
mol: CCOc1ccc(Nc2oc(-c3ccc(Cl)cc3)nc2C#N)cc1
  Apaf-1 inh: 11
  SENP7 inh: 1
  SENP8 block: 3
  HKDC1 inhibitor: -2
  UBC13 inh: 6
  697 NFkB inh: -31
  Jurkat NFkB inh: 20
  Gli-Sufu block: -71
mol: COc1ccc(-n2c(/C=C(\C)O)nc(=O)c3c(C)cc(C)nc32)cc1
  Apaf-1 inh: 6
  SENP7 inh: 6
  SENP8 block: -8
  HKDC1 inhibitor: 13
  UBC13 inh: -3
  697 NFkB inh: 18
  Jurkat NFkB inh: -8
  Gli-Sufu block: 15

Compounds as they come (roughly 3.6% active in at least one column).
